KCNQ2 inh = KCNQ2 potassium channel inhibitors, primary screen, cell-based, CHO-K1, FluxOR thallium flux, B-score (AID 2156); Potassium voltage-gated channel subfamily KQT member 2 (Rattus norvegicus), O88943; 20 min; hits give low values; B-score at 10 µM; 1.1% of 310,000 active;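 active = fluorescence ratio B-score at most minus 3 library SDs, with starting brightness B-score within 2 library SDs, cut at about -5.5 in these data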
Kir21 block = inhibitors of mouse Kir2.1 inward-rectifier potassium channel; AID 1672, 2009; B-score at 10 µM; HEK293-Kir2.1, FluxOR thallium flux fluorescence; hits give low values; 0.85% of 310,000 active;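 active = fluorescence ratio B-score at or below minus 3 SD of library scores, with starting-brightness B-score within 2 SD, cut at about -4.2 in these data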;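 also: channel flux triggered by added potassium and thallium sulfate stimulus; B-score of peak minus minimum fluorescence over baseline after thallium stimulus; more negative B-score means stronger Kir2.1 block with less thallium influx; some compounds called inactive have numbers as strong as hits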
Target sequence (P35561 whole entry, looked up): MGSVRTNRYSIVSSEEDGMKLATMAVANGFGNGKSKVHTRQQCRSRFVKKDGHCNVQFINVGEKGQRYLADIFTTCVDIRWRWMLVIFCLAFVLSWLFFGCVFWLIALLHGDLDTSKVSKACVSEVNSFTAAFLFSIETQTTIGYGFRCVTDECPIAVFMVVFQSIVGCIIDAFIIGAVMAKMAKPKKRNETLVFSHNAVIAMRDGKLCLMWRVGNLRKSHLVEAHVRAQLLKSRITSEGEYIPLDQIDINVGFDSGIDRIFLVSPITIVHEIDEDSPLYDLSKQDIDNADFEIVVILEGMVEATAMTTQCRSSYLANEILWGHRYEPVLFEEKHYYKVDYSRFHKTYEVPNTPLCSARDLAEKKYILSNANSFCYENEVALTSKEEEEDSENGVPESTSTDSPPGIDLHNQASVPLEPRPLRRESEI
CHT block = inhibitors of human choline transporter CHT. 0.86% of 310,000 active. AID 488975, 2010. B-score at 10 µM. High affinity choline transporter 1 (Homo sapiens), Q9GZV3. CHT-expressing cells, membrane potential dye, choline response; hits give low values;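 active = B-score over 3 SD under the library average, and starting fluorescence ratio not unusually high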;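 also: choline stimulus applied at its EC90 after an EC20 pre-addition; B-score computed on integrated fluorescence ratio after choline addition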
The depositor's hits bear a star; i = inactive; . = no result given. A portion of the library. The share of hits here may be higher or lower than overall.

Under each structure: KCNQ2 inh | Kir21 block | CHT block
Cc1cc(C)c(-n2c(O)c(/C=N/N3CCCCC3c3cccnc3)c(=O)[nH]c2=O)c(C)c1 (stereo not drawn)
    i | -0.05 | i
CN(C)P(=O)(CCl)Nc1ccccc1 (stereo not drawn)
    i | 0.95 | i
CC(=O)C1C2c3ccccc3OC1(C)N=c1s/c(=C/c3cn(C)nc3C)c(=O)n12 (stereo not drawn)
    i | -0.02 | i
O=C(Nc1ccc(Cl)cc1C(=O)c1ccccc1)c1ccc(Br)o1
    i | -0.11 | i
CCS(=O)(=O)NCc1nnc2n1-c1ccc(Cl)cc1C(c1ccccc1)=NC2
    i | -0.57 | i
O=C1N(c2nncs2)CCN1[N+](=O)[O-]
    i | -0.29 | i
CCn1cc(/C=c2/sc3n(c2=O)C2c4ccccc4OC(C)(N=3)C2C(=O)OC)c(C)n1 (stereo not drawn)
    i | -0.1 | i
CCc1nnc(NC(=O)CCc2nc(C3=CCN(C)CC3)no2)s1
    i | 0.33 | i
CCCC[n+]1cc(=N)o[n-]1
    i | -0.55 | i
O=S1(=O)N(Cc2ccc(F)cc2)CCCN1Cc1ccccc1Cl
    i | -0.17 | i
C/C(=N\NC(=S)Nc1ccccc1)c1c(O)n(C)c(=O)n(C)c1=O
    i | -1.1 | i
O=c1cccc2n1CC1CC2CN(C(c2ccccc2)c2sc3ncnn3c2O)C1 (stereo not drawn)
    i | -0.04 | i
CN1C(=O)N(C)C(=O)C2(Cc3cc([N+](=O)[O-])ccc3N(C)C2)C1=O
    i | 0.72 | i
CC(C)CCNC(=O)c1c(N)n(Cc2ccc3c(c2)OCO3)c2nc3ccccc3nc12
    i | 0.63 | i
Cc1cc(NC(=O)COC(=O)c2c(C)nn(Cc3ccccc3Cl)c2C)no1
    i | 0.41 | i
COc1cc2c(cc1OC)C(C(=O)N1CCC3(CC1)OCCO3)C(c1ccccc1F)N(C)C2=O (stereo not drawn)
    i | -0.05 | i
C/C(=N\Nc1ccccc1)c1c(O)[nH]c(=O)[nH]c1=O
    i | -0.91 | i
CCOC(=O)N1CCN(C(C)C(=O)c2c[nH]c3ccccc23)CC1 (stereo not drawn)
    i | 0.44 | i
CCOc1cc2c(cc1OCC)-n1cccc1C(c1c(O)cccc1OC)NC2 (stereo not drawn)
    i | -0.25 | i
CC[C@H]1CN2CC[C@@]3(C(=O)Nc4ccccc43)[C@@H]2C[C@@H]1/C(=C\OC)C(=O)OC
    i | -1.6 | i
CCOC(=O)c1cccc(-[n+]2c(-c3ccccc3)cc(-c3ccccc3)cc2-c2ccccc2)c1
    -7.3* | -11* | i
O=c1[nH]c(O)c(N=Nc2cc(C(F)(F)F)ccc2Cl)c(=O)[nH]1
    i | 2 | i
CCOc1cc2c(cc1OCC)-n1cccc1C(c1cc(OC)ccc1F)NC2 (stereo not drawn)
    i | 0.38 | i
CCOc1ccccc1-n1c(O)c(C=Nc2c(C)n(C)n(-c3ccccc3)c2=O)c(=O)[nH]c1=O
    i | 0.77 | i
CCOc1cccc(CNCCc2c(C)[nH]c3ccc(OC(F)(F)F)cc23)c1O
    i | -13* | i
COc1cc(/C=C2\C(=O)NC(=O)N(c3ccc(C)cc3)C2=O)cc(OC)c1O
    i | 0.29 | i
CC12CN3CC(C)(CN(C1)C31CCOCC1)C2=O
    i | 1.5 | i
CCn1cc(C(=O)c2ccccc2)c2ccccc21
    i | 1.5 | i
Cc1ccccc1-n1c(C)cc(/C=C2/C(=O)NC(=O)N(Cc3ccco3)C2=O)c1C
    i | -1.6 | i
CCn1c(P(C)(=O)O)nc2cc(NC(=O)c3ccccc3F)ccc21
    i | 0.62 | -12*
COc1ccc(CCNC(=O)COC(=O)Cc2ccccc2)cc1
    i | -0.61 | i
C/C(=N\N1CCCCC1)c1c(O)[nH]c(=O)[nH]c1=O
    i | 0.82 | i
CCOc1ccc(-c2cc(C)[n+](CCN3CCOCC3)c(-c3ccc(OCC)cc3)c2)cc1
    i | -1.1 | i
CN(C)c1ccc(CCN2CCOCC2)cc1
    i | -0.52 | i
CCCC(C)C1(CC)C(=O)NC(=O)N=C1N (stereo not drawn)
    i | -0.41 | i
COc1ccc(-c2cc(=NCCC(=O)O)c3cc(C)ccc3o2)cc1
    i | -0.67 | .
CC12CCCCC1N(O)CN2O (stereo not drawn)
    i | 1 | i
COc1nc(C)nc(NC(=O)NS(=O)(=O)c2ccccc2Cl)n1
    i | 0.7 | i
O=c1c2ccccc2nc(CNCC2CCCO2)n1-c1ccc(F)cc1 (stereo not drawn)
    i | -0.84 | i
C[C@H]1[C@H](OC(=O)CCC(=O)NCc2ccc(C(=O)O)cc2)O[C@@H]2O[C@@]3(C)CC[C@H]4[C@H](C)CC[C@@H]1C24OO3
    i | 0.29 | i
C#CCN(C)[C@H](C)Cc1ccccc1
    i | 1.4 | i
N#Cc1cc(F)c(N2CCNCC2)cc1Cl
    i | -0.76 | i
O=C(COC(=O)Cc1ccccc1)Nc1cc(S(=O)(=O)N2CCOCC2)ccc1N1CCCC1
    i | -0.02 | i
CN1CCc2cc3c(c4c2C1Cc1ccccc1-4)OCO3 (stereo not drawn)
    i | -1.5 | i
CC1CCSP(=O)(Oc2ccccc2)O1 (stereo not drawn)
    i | -0.12 | i
CCC(C)C1N=C(c2ccccc2)c2cc(Cl)ccc2N(CC(=O)NCc2ccco2)C1=O (stereo not drawn)
    i | 0.35 | i
Cc1ccsc1C(=O)C1CCCN(Cc2ccn[nH]2)C1 (stereo not drawn)
    i | -1 | i
COc1ccc2c(c1)c(C(=O)CN1CCC3(CC1)OCCO3)c(C)n2Cc1ccccc1
    i | -4.7 | i
O=c1cccc2n1CC1CC2CN(CC(O)CN2CC3CC(C2)c2cccc(=O)n2C3)C1 (stereo not drawn)
    i | -1.5 | i
CC(C(=O)c1cn(C)c2ccccc12)c1ccccc1 (stereo not drawn)
    i | 0.34 | i
COc1ccc(CCNCc2c(OC)ccc3ccccc23)cc1
    i | -11* | i
COCCNC(=O)c1ccc(N2CC3CC(C2)c2cccc(=O)n2C3)c([N+](=O)[O-])c1 (stereo not drawn)
    i | 0.24 | i
CC1CN2c3ccc([N+](=O)[O-])cc3CC3(C(=O)N(C)C(=O)N(C)C3=O)C2C(C)O1 (stereo not drawn)
    i | 1.4 | i
CN1CCN(c2ccc([N+](=O)[O-])c(N)c2)CC1
    i | 0.16 | i
Cn1c(=O)n(C)c2cc([N+](=O)[O-])c(N3CCNCC3)cc21
    i | -0.62 | i
CCN(CC)P(=O)(c1n(CC)cc[n+]1CC)N(CC)CC
    i | -0.51 | i
O=C(C(=O)N1CCOCC1)c1cn(Cc2ccccc2)c2ccccc12
    i | -0.26 | i
NC(=O)CSc1nnc([C@@H](N)Cc2c[nH]c3ccccc23)o1
    i | 0.8 | i
CC(C)(O)[C@H]1O[C@H]2CC[C@@]3(C)[C@@](O)(CC[C@H]4Cc5c([nH]c6ccccc56)[C@@]43C)C2=CC1=O
    i | 0.4 | i
Cc1cc(=O)oc2c(C)c(OCC(=O)N3CCN(Cc4ccc5c(c4)OCO5)CC3)ccc12
    i | 0.64 | i
CN1C(=O)C(=Cc2ccc(N3CCCCC3)o2)C(=O)N(C)C1=S
    i | -1.3 | i
O=C(c1ccc2c(c1)OCO2)N1CCC2(CC1)OCCO2
    i | 0.72 | i
